Compound activity from PubChem.
Growth percent in the NCI-60 one-dose screen (48 h, 10 µM unless noted): 100 = growth as untreated, 0 = no growth, -100 = all killed.
786-0: 786-0 renal cancer cells | AID 1794775 | 81,000 compounds, 5.1% hits
SN12C: SN12C renal cancer cells. 81,000 compounds, 3.8% hits. AID 1794767
TK-10: TK-10 renal cancer cells | 81,000 compounds, 3.9% hits
UO-31: UO-31 renal cancer; 81,000 compounds, 5.2% hits; AID 1794768
A498: A498 renal cancer cells. 76,000 compounds, 5.4% hits
CAKI-1: CAKI-1 renal cancer | 75,000 compounds, 4.7% hits | AID 1794772
DU-145: DU-145 prostate cancer; 81,000 compounds, 4.2% hits
ACHN: ACHN renal cancer; 81,000 compounds, 4.9% hits
RXF 393: RXF 393 renal cancer cells; 77,000 compounds, 6.9% hits
* hit, by the source's call; / = not tested or not shown; [ ] = dose if it differs, or a comment. Rule for the calls: active = growth percent below 10; inactive = the rest. No enrichment for hits. About 11% of those tested had a hit in this group.

SMILES	786-0	SN12C	TK-10	UO-31	A498	CAKI-1	DU-145	ACHN	RXF 393
CC(=O)Nc1cc2c(cc1Cl)-c1ccccc1C2O (stereo not given)	115	95	123	64	87	85	105	102	114
Cc1cc(-c2nc3ccccc3s2)c(=O)n(NS(=O)(=O)c2ccccc2)c1C	99	87	125	86	83	91	107	98	108
Cc1ccc(C)c2c1CCC(C)C2=O (stereo not given)	99	105	111	83	116	95	109	103	114
Cc1ccc(N2CCN(C(=S)Nc3ccccc3)CC2)cc1	103	102	109	84	99	89	111	112	116
O=C(c1ccccc1)n1oc(=O)c2ccccc21	100	98	115	90	112	114	98	104	100
O=C(c1ccc([N+](=O)[O-])cc1)N(Cc1ccccc1)Cc1ccccc1	91	94	98	50	100	85	114	94	101
Oc1ccc(-c2nc3ccccc3s2)cc1CN(Cc1ccccn1)Cc1ccccn1	-3.7*	20	2.8*	-32*	32	-16*	24	4.4*	40
COc1cc(/C(=C2/O[C@@H]([C@H](O)CO)[C@H]3OC(C)(C)O[C@@H]23)c2cccc(N)c2)cc(OC)c1OC	99	91	119	/	/	100	114	97	/
COc1ccc(/C(C)=C(\c2ccc(OCCN3CCOCC3)cc2)c2ccc(OC(=O)C3CCCCC3)cc2)cc1	104	113	104	101	110	101	96	98	121
O=C1/C(=C2\CCc3ccccc32)Cc2ccccc21	99	98	103	45	81	75	107	100	101
Cc1cc(=O)oc2cc(OCCOc3ccc(/C=C/C(=O)Nc4ccc(Cl)cc4)cc3)ccc12	106	105	148	94	112	100	108	105	115
CCN1CC2=C(Nc3nc(SC)[nH]c(=O)c3C2c2ccc3c(c2)OCO3)/C(=C/c2ccc3c(c2)OCO3)C1 (stereo not given)	111	104	/	81	94	94	118	104	102
CCN(CC)c1ccc(-c2ccccc2)cc1	106	107	161	80	91	103	99	107	116
COc1ccc(Nc2nc(N)nn2S(=O)(=O)c2cccs2)cc1	101	101	109	98	91	104	110	108	101
c1ccc(C2=NN=C(N3N=C(c4cc5ccccc5o4)CC3c3c[nH]c4ccccc34)SC2)cc1 (stereo not given)	98	100	155	63	113	/	106	89	101
COc1ccc2cc(C(=O)N3CCC([C@@H](C)C(=O)NCc4ccc5c(c4)OCO5)CC3)[nH]c2c1	-10*[50 µM]	53[50 µM]	27[50 µM]	42[50 µM]	80[50 µM]	60[50 µM]	60[50 µM]	29[50 µM]	-1.6*[50 µM]
COc1cc(-c2cc3c(oc2=O)-c2ccccc2OC3OC(C)=O)cc(OC)c1OC (stereo not given)	86	96	110	90	84	103	102	94	/
CC(N)C#N (stereo not given)	92	105	99	92	107	106	109	105	98
Oc1[nH]c2ccc(Cl)cc2c1/C=c1/cc2c(c(-c3ccc(C(F)(F)F)cc3)n1)=Nc1ccccc1-2	93	84	113	76	88	75	64	84	85
COc1ccc2c(c1)CCC1(C)CC(=O)C=C21 (stereo not given)	93	106	106	101	79	94	113	101	111
CN(C)Cc1cccc(-c2ccccc2)c1O	106	99	104	85	87	92	119	105	96
COc1ccc2c(c1OC)C(=O)O[C@@H]2[C@H]1c2c(c(C#CC#Cc3ccc(OC(F)(F)F)cc3)c3c(c2OC)OCO3)CCN1C	74	51	13	43	/	62	38	47	/
COc1cc2c(c(OC)c1OC)c(=O)c1ccc(OC)c(OC)c1n2C	94	106	96	87	87	/	98	97	103
CCOC(=O)c1c(C(=O)c2cn(C)c3ccc(OC)cc23)c(-c2cn(C)c3ccc(OC)cc23)n(NC(=O)OC(C)(C)C)c1C	71[100 µM]	83[100 µM]	87[100 µM]	44[100 µM]	102[100 µM]	62[100 µM]	90[100 µM]	71[100 µM]	65[100 µM]
CC(=O)N(c1ccccc1)c1nc(N(C(C)=O)c2ccc(S(N)(=O)=O)cc2)nc(N(C(C)=O)N(C(C)=O)C(C)=O)n1	105	97	110	81	91	85	112	101	113

Carrying on.
SMILES	786-0	SN12C	TK-10	UO-31	A498	CAKI-1	DU-145	ACHN	RXF 393
CC1Cc2c(N(C)C)ncnc2N(C)c2ccccc21 (stereo not given)	93	103	110	93	93	87	110	108	120
Oc1[nH]c(N=C2N=c3ccccc3=N2)c2ccccc12	89	76	180	63	132	102	68	83	100
CCCOC(=O)NCCOS(=O)(=O)c1ccccc1	102	102	102	88	107	93	107	108	114
Cn1c(=O)[nH]c(=O)c2[nH]c(CO)nc21	109	95	109	111	/	97	111	103	112
COc1cc2nc(-c3cnc(N(C)C)nc3)nc(NC3CCN(Cc4ccccc4)CC3)c2cc1OC	-71*	-87*	-99*	-81*	43	-91*	-84*	-100*	-79*
Nc1ccnc(=S)[nH]1	103	98	92	89	/	/	110	99	126
COc1cc(CC(=S)C(=O)O)ccc1O	109	97	111	101	96	103	102	107	111
CCCCNC(=O)Oc1ccc(/C(=C(/C)Cc2ccc(OC)cc2)c2ccc(OCCN3CCCCC3)cc2)cc1	67	74	84	51	96	84	92	91	71
Cc1c(C(=O)NCCc2ccc(N3CCCC3)cc2)nn(-c2ccc(Cl)cc2Cl)c1-c1ccc(Cl)cc1	84	/	74	65	97	61	95	80	104
c1ccc(-c2c[nH][nH]c3ncnc4ncn2c43)cc1	105	102	127	83	103	101	103	95	/
CCOC(=O)c1c(C)nc2ccccc2c1/C=C/c1ccc(Cl)cc1	91	78	95	59	70	68	91	70	108
CCCCC1(CO)NC(=O)NC1=O (stereo not given)	103	104	97	87	86	100	107	104	114
COc1cccc(OC)c1-c1nnn(C)c1C(=S)N1CCN(c2ccc(C#N)cc2Cl)CC1	100	95	118	50	/	68	104	96	86
CC(=O)[C@H]1[C@H](C)C[C@H]2[C@@H]3CCC4=CC(=O)CC[C@]4(C)[C@@]3(F)[C@@H](O)C[C@@]21C	110	60	110	67	96	93	116	99	119
CC(=O)Nc1ccc(-c2cn(-c3cccc(C(=O)Nc4ccc(N5CCN(C)CC5)cc4)c3)nn2)cn1	12	80	86	100	160	98	83	88	97
NC(=O)C1COc2ccccc2O1 (stereo not given)	93	97	97	96	109	/	105	112	106
O=C1NC2(CCCCC2)C(=O)N1CO	104	96	99	95	99	108	113	99	104
O=C(CN1C(=O)/C(=C/c2ccc(F)cc2)SC1=S)N1CCOCC1	99	100	/	78	95	98	107	83	112
CCCCCCCCCC(=O)c1ccc(O)c(O)c1O	51	63	75	45	100	45	75	35	57
O=c1[nH]c2ccccc2c(=O)n1-c1ccc(-c2nc3ccccc3[nH]2)cc1	101	78	117	76	117	86	102	76	105
C/C=C1\C(OS(=O)(=O)O)CC2C3CCC4=CC(=O)CCC4(C)C3CCC12C (stereo not given)	94	90	110	96	141	82	112	97	144
COc1cccc(/C=C2\Oc3cc(OCCN4CCC(Cc5ccccc5)CC4)ccc3C2=O)c1	81	88	93	62	74	80	96	95	58
O=C1N=c2cc3c(cc2=C/C1=C/c1sc(=S)n(CCc2ccccc2)c1O)OCO3	99	98	103	91	90	89	113	99	102
CCOC(=O)C1=NC(CO)C(=O)N(c2ccc(Cl)cc2)N1 (stereo not given)	89	99	95	92	79	/	111	110	/
COc1ccc2[nH]c(=O)c(C=O)cc2c1	106	92	104	74	104	83	109	98	109

In a second layout: 21 of the compounds above
The line under a structure holds: 786-0 | SN12C | TK-10 | UO-31 | A498 | CAKI-1 | DU-145 | ACHN | RXF 393
- COc1cc2nc(-c3cnc(N(C)C)nc3)nc(NC3CCN(Cc4ccccc4)CC3)c2cc1OC
  -71* | -87* | -99* | -81* | 43 | -91* | -84* | -100* | -79*
- Nc1ccnc(=S)[nH]1
  103 | 98 | 92 | 89 | / | / | 110 | 99 | 126
- COc1cc(CC(=S)C(=O)O)ccc1O
  109 | 97 | 111 | 101 | 96 | 103 | 102 | 107 | 111
- CCCCNC(=O)Oc1ccc(/C(=C(/C)Cc2ccc(OC)cc2)c2ccc(OCCN3CCCCC3)cc2)cc1
  67 | 74 | 84 | 51 | 96 | 84 | 92 | 91 | 71
- Cc1c(C(=O)NCCc2ccc(N3CCCC3)cc2)nn(-c2ccc(Cl)cc2Cl)c1-c1ccc(Cl)cc1
  84 | / | 74 | 65 | 97 | 61 | 95 | 80 | 104
- c1ccc(-c2c[nH][nH]c3ncnc4ncn2c43)cc1
  105 | 102 | 127 | 83 | 103 | 101 | 103 | 95 | /
- CCOC(=O)c1c(C)nc2ccccc2c1/C=C/c1ccc(Cl)cc1
  91 | 78 | 95 | 59 | 70 | 68 | 91 | 70 | 108
- CCCCC1(CO)NC(=O)NC1=O (stereo not given)
  103 | 104 | 97 | 87 | 86 | 100 | 107 | 104 | 114
- COc1cccc(OC)c1-c1nnn(C)c1C(=S)N1CCN(c2ccc(C#N)cc2Cl)CC1
  100 | 95 | 118 | 50 | / | 68 | 104 | 96 | 86
- CC(=O)[C@H]1[C@H](C)C[C@H]2[C@@H]3CCC4=CC(=O)CC[C@]4(C)[C@@]3(F)[C@@H](O)C[C@@]21C
  110 | 60 | 110 | 67 | 96 | 93 | 116 | 99 | 119
- CC(=O)Nc1ccc(-c2cn(-c3cccc(C(=O)Nc4ccc(N5CCN(C)CC5)cc4)c3)nn2)cn1
  12 | 80 | 86 | 100 | 160 | 98 | 83 | 88 | 97
- NC(=O)C1COc2ccccc2O1 (stereo not given)
  93 | 97 | 97 | 96 | 109 | / | 105 | 112 | 106
- O=C1NC2(CCCCC2)C(=O)N1CO
  104 | 96 | 99 | 95 | 99 | 108 | 113 | 99 | 104
- O=C(CN1C(=O)/C(=C/c2ccc(F)cc2)SC1=S)N1CCOCC1
  99 | 100 | / | 78 | 95 | 98 | 107 | 83 | 112
- CCCCCCCCCC(=O)c1ccc(O)c(O)c1O
  51 | 63 | 75 | 45 | 100 | 45 | 75 | 35 | 57
- O=c1[nH]c2ccccc2c(=O)n1-c1ccc(-c2nc3ccccc3[nH]2)cc1
  101 | 78 | 117 | 76 | 117 | 86 | 102 | 76 | 105
- C/C=C1\C(OS(=O)(=O)O)CC2C3CCC4=CC(=O)CCC4(C)C3CCC12C (stereo not given)
  94 | 90 | 110 | 96 | 141 | 82 | 112 | 97 | 144
- COc1cccc(/C=C2\Oc3cc(OCCN4CCC(Cc5ccccc5)CC4)ccc3C2=O)c1
  81 | 88 | 93 | 62 | 74 | 80 | 96 | 95 | 58
- O=C1N=c2cc3c(cc2=C/C1=C/c1sc(=S)n(CCc2ccccc2)c1O)OCO3
  99 | 98 | 103 | 91 | 90 | 89 | 113 | 99 | 102
- CCOC(=O)C1=NC(CO)C(=O)N(c2ccc(Cl)cc2)N1 (stereo not given)
  89 | 99 | 95 | 92 | 79 | / | 111 | 110 | /
- COc1ccc2[nH]c(=O)c(C=O)cc2c1
  106 | 92 | 104 | 74 | 104 | 83 | 109 | 98 | 109

Remaining list, next part
SMILES	786-0	SN12C	TK-10	UO-31	A498	CAKI-1	DU-145	ACHN	RXF 393
CCCCN[C@H]1CC[C@@]2(C)[C@@H](CC[C@@]3(C)[C@H]2[C@H](O)C[C@H]2/C(=C(\CCC=C(C)C)C(=O)O)[C@@H](OC(C)=O)C[C@@]23C)[C@@H]1C	91	100	110	80	112	89	102	104	103
O=C(/C=C\c1ccccc1)OCc1ccccc1	79	93	118	95	109	100	119	105	88
O=C(O)CCC(=O)c1ccc([N+](=O)[O-])cc1	97	103	106	87	107	92	111	102	105
CCOC(=O)c1[nH]n(-c2ccccc2)c(=O)c1/C=N/C(=S)NCCc1ccc(OC)c(OC)c1	89	112	102	89	93	91	111	87	100
CCC(C)Nc1ccccc1 (stereo not given)	95	90	96	88	78	73	92	94	93
C/C(=C(/Cl)C(=O)Nc1ccccc1C(=O)O)c1ccc(Cl)cc1	97	100	140	71	103	88	87	88	107
COc1cc(C2C(C(=O)Nc3ccccc3)=C(C)Nc3nc4ccccc4n32)cc(OC)c1OC (stereo not given)	95	103	112	84	91	87	103	107	93
Nc1nc2c(nnn2C2CC(O)C(CO)O2)c(=O)[nH]1 (stereo not given)	51	45	59	31	56	32	22	23	51
N#Cc1ccc(N2CSC3=N/C(=C\c4ccc(Cl)cc4)C(=O)N3C2)cc1	85	90	105	80	94	99	105	96	93
CC(=O)c1cc2ccc(OCC(=O)Nc3cccc(F)c3)cc2oc1=O	101	92	/	101	105	101	65	104	115
CCc1ccc(S(=O)(=O)NC(=O)NC2CCCC2)cc1	103	100	105	94	98	97	104	99	108
CC1(C)N=C(N)N=C(N)N1c1ccc(S(N)(=O)=O)cc1	103	92	86	92	94	94	102	105	106
CC(C)(C)c1cc(-n2c(-c3cc4ccccc4[nH]c3=O)nc3cc(C(=O)OCCc4ccccc4)ccc32)n[nH]1	96	93	109	78	74	96	90	87	82
CC(C)(N)CCC(=O)O	104	102	103	99	/	86	123	116	96
CC(=O)SC(c1ccccc1)(c1ccccc1)c1ccccc1	98	107	107	84	115	82	109	95	119
CCCCNc1nc2c(c(=O)n(C)c(=O)n2C)n1C	103	104	96	87	112	/	105	103	118
COc1ccc(/C=C2\C(=O)NC(=Nc3ccccc3)N2/N=C/c2ccccc2Cl)cc1	103	99	117	77	89	88	108	94	91
O=C(Nc1cccc(Cn2c(=O)[nH]c3ccc(Oc4ncccn4)cc3c2=O)c1)c1cc(Cl)cc(Cl)c1	73	59	72	66	85	91	68	20	32
CC(=O)Nc1c(Cl)cc2c(c1Cl)Cc1cc(N)ccc1-2	106	96	108	69	98	77	119	97	108
COC1=CC(=O)OC(C)C1 (stereo not given)	105	104	84	91	88	98	111	103	97
